NPSR antag: antagonists of human neuropeptide S receptor cAMP signaling. Q6W5P4. CHO-NPSR cells, cAMP TR-FRET, antagonist mode. Potency, µM (series often up to 38.3 µM), for the others: at the top dose activity change, negative = inhibition, actives largely listed as inhibitors. actives 1% (n = 220,000); further: potency means the concentration at half of the fitted maximal effect; on the % scale 0 is the no-effect control and ±100 the full control effect; nearly all actives have a fitted effect of over 50% in size; many of its hits are not listed in these tables
Target sequence (Q6W5P4 whole entry, looked up): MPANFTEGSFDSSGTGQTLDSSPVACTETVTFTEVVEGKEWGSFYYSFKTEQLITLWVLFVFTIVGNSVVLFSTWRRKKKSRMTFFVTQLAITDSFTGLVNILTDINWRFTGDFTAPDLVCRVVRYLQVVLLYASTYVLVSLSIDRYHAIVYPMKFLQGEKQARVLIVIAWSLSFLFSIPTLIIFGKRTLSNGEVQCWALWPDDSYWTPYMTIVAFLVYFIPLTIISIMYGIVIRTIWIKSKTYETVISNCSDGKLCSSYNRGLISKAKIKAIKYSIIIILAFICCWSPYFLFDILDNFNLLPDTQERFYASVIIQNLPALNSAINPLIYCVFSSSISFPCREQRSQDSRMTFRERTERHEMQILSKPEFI
HttQ103 aggreg: mutant huntingtin aggregation inhibition; PC12 HttQ103-GFP aggregates, Acumen cytometry, 40 h; Potency, µM (series often up to 46.1 µM), inactives show top-dose activity change, negative = inhibition, actives largely listed as inhibitors; actives 1.1% (n = 220,000); further: potency means the concentration at half of the fitted maximal effect; on the % scale 0 is the no-effect control and ±100 the full control effect; nearly all actives have a fitted effect of over 60% in size
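Read-out: GFP aggregate count by laser scanning cytometer (488 nm excitation, 500-530 nm emission, 1–25 µm objects >6 SD above background). Cells: PC12, inducible HTTex1-Q103-GFP, 100 nM tebufenozide; compounds titrated.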
IMPase Li inh: membrane-permeable IMPase blocker, potentiated with lithium; CHO-M1 cells, IP1 TR-FRET (IP-One), carbachol + lithium; Potency, µM (top dose mostly 59.4 µM), inactives show at the highest dose activity, negative = IMPase inhibition, hits mostly inhibitors; actives 0.35% (n = 210,000); AID 1457;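 further: IP1 builds up when IMPase is blocked and the TR-FRET signal falls; potency means the concentration at half of the fitted maximal effect; plate controls were basal vehicle for no effect and high inhibitor control for full effect; nearly all actives have a fitted effect of over 50% in size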
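CHO cells stably expressing M1 receptor (2000/well) were cultured 16–30 h, then exposed to compounds with a small lithium addition for 30 min at 37C. IP1 was measured by TR-FRET competition; AC50 from Hill fits.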
Epigenetic reg: regulators of epigenetic silencing causing reporter derepression in mouse cells. Potency, µM (doses to about 53.9 µM), for inactives: top-dose GFP activation, actives largely listed as activators. actives 0.2% (n = 280,000). AID 1865. murine LDR cells, GFP reporter derepression, 30 h; further: potency means the concentration at half of the fitted maximal effect; % of control where 0% means no effect; nearly all actives have a fitted effect of over 60% in size
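Readout is the number of GFP-expressing murine LDR cells, counted by cytometry following washing. Cells were treated with compound for 30 h at 37 C; the stably integrated CMV-GFP locus is normally silent.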
Lamin A splicing: LMNA splicing modulation; HeLa LMNA splicing GFP/RFP minigene ratio, 48 h; Potency, µM (top dose mostly 46.1 µM), for inactives: at the top dose ratio change, negative = inhibition, most hits filed as inhibitors; actives 0.01% (n = 200,000); AID 1487; active means well fitted inhibition curve with a large enough effect in the signal ratio, with a control signal flat, not every such curve was filed as active; inconclusive means small, poorly fitted or top-dose-only effect, or effect the other way, or a change in a side signal; the % refers to the signal ratio; further: potency means the concentration at half of the fitted maximal effect; on the % scale 0 is the no-effect control and ±100 the full control effect
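S3 HeLa cells stably expressing lamin A-EGFP splicing minigene plus DsRed2, 600 cells/well, 48 h compound exposure at 37C. Laser-scanning cytometry; analysed as GFP (500-530 nm)/RFP (575-640 nm) total intensity ratio; 0.5% DMSO vehicle.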
KinaseGlo FLuc: counter-screen: inhibitors of Kinase-Glo firefly luciferase; Kinase-Glo luciferase, ATP luminescence, 8 min; Potency, µM (top dose mostly 38.3 µM), for the others: at the highest dose activity change, negative = inhibition, usual class: inhibitors; actives 0.28% (n = 200,000); AID 1379; further: potency means the concentration at half of the fitted maximal effect; on the % scale 0 is the no-effect control and ±100 the full control effect; nearly all actives have a fitted effect of over 60% in size
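Light output from Kinase-Glo luciferase with luciferin and 10 uM ATP in 50 mM imidazole pH 7.2, KCl, MgCl2, Tween 20, BSA; compound pin-delivered, 8-min ambient incubation, then luminescence read.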
CBFb-RUNX1 inh: inhibitors of human CBF-beta and RUNX1 interaction; Q01196+Q13951; AlphaScreen CBFb-His/RUNX1-biotin binding, biochemical; Potency, µM (series often up to 59.8 µM), for the others: at the highest dose activity, negative = inhibition, actives largely listed as inhibitors; 230,000 tested, under 10 active; AID 1477; further: % of control where 0% means no effect
Target sequence (Q01196 whole entry, looked up): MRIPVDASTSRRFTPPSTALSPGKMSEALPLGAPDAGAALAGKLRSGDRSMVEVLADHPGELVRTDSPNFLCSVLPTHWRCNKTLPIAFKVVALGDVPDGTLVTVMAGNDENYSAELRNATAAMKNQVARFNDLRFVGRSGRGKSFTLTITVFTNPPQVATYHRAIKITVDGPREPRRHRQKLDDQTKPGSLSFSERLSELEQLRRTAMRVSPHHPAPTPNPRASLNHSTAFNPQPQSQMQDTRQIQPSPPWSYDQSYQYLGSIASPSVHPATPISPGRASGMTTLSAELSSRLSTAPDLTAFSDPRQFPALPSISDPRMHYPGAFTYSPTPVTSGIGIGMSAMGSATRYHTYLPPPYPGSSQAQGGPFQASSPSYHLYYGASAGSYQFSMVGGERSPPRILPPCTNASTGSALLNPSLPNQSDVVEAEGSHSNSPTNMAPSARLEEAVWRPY
Target sequence (Q13951 whole entry, looked up): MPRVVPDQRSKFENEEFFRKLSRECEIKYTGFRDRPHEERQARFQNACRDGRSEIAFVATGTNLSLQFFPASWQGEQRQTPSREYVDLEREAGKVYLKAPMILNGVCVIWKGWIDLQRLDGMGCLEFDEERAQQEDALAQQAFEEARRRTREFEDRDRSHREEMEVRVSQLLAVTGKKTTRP
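CBF-beta (His) and RUNX1 (biotin), 30 nM each; 20 min preassociation; + compound, 15 min; + beads 50 ng each (Ni, streptavidin), 90 min; RT; AlphaScreen read.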
* = called active by the depositor; ? = inconclusive; . = no result given; [ ] = remark or other dose. Unless noted, the call rests on the fitted dose curve; in most records, active means well fitted curve in the direction sought with a large enough effect; inconclusive means small, poorly fitted or top-dose-only effect, or another doubt; inactive means no such curve, though single readings can be large; an effect the other way counts as inactive or inconclusive. The list is partial. The share of hits here may be higher or lower than overall.

SMILES | NPSR antag | HttQ103 aggreg | IMPase Li inh | Epigenetic reg | Lamin A splicing | KinaseGlo FLuc | CBFb-RUNX1 inh
O=C(N/N=C1\CC2CC=CC12)c1ccc(Br)cc1 (configuration not stated) | -2% | 26% | 4% | -5.2% | . | 3% | -1%
N#CC1=C(Nc2ccccc2)SC=C(c2ccccc2)N=C1N1CCOCC1 | 0%[46.1 µM] | 8% | 13%[38.3 µM] | 7.4% | 7% | -5% | -4%
COc1ccc(C(C)NC(=O)c2ccc(Br)cc2)cc1OC (configuration not stated) | 16% | 16% | 1% | 0.0% | -12% | 1% | -4%
COc1ccc(S(=O)(=O)/N=C2/NC(=O)/C(=C\c3ccco3)S2)cc1 | -11% | -16% | -5% | -1.0% | -12% | 0% | -19%
Cc1oc(-c2ccccc2F)nc1CS(=O)(=O)CC(=O)NC1CCCC1 | -4%[46.1 µM] | -18% | 19%[38.3 µM] | -0.8% | -1% | 2% | 6%
COc1cc(OC)c(C(=O)Nc2ccc(N(C)C)cc2)cc1OC | -29%[46.1 µM] | 23% | -13%[38.3 µM] | 0.7% | -2% | -4% | -9%
COc1ccc(C(=O)Nn2c(SCc3ccc([N+](=O)[O-])cc3)nc3ccccc3c2=O)cc1 | -27%[46.1 µM] | -8% | 8%[38.3 µM] | 1.2% | 7% | -18% | -20%
CCOc1ccccc1OCC(=O)N/N=C(\C)Cc1ccc(OC)cc1 | 0% | 9% | 0% | 1.8% | ? | -1% | 1%
O=c1oc(-c2cccc(S(=O)(=O)N3CCOCC3)c2)nc2ccccc12 | -10%[46.1 µM] | 8% | 18%[38.3 µM] | -1.0% | 2% | -2% | 11%
COc1cccc(/C=N/NC(=O)c2ccc(-c3ccccc3)cc2)c1O | -3%[46.1 µM] | ? | 10%[38.3 µM] | 7.9% | ? | 4% | -3%
COc1cccc(Cn2c(-c3nonc3N)nc3ccccc32)c1 | 5%[46.1 µM] | 8% | 34%[activator][38.3 µM] | 3.6% | 15% | -2% | 12%
Cc1cccc2cc(CNCC3CCCO3)c(Cl)nc12 (configuration not stated) | -5% | 13%[9.22 µM] | 10% | 2.4% | . | -3% | -1%
Cn1nccc1NC(=O)CC(CC(=O)O)c1ccccc1 (configuration not stated) | -16% | -28%[9.22 µM] | . | -4.7% | . | . | 0%
COC(=O)C1=C(N)Oc2cc(C)n(CC3CCCO3)c(=O)c2C1c1ccccc1OC (configuration not stated) | -11%[46.1 µM] | -12% | 3%[38.3 µM] | 2.2% | 13% | -4% | -4%
COc1ccc(C2CC(c3ccccc3)=NN2c2ccc(S(N)(=O)=O)cc2)cc1 (configuration not stated) | ? | 12%[9.22 µM] | ? | -0.1% | . | . | ?
Cc1ccc(CNC(=O)C2CC(c3cccc([N+](=O)[O-])c3)=NO2)o1 (configuration not stated) | 0%[46.1 µM] | 0% | 5%[38.3 µM] | 0.9% | -3% | -2% | -4%
Cc1ccnc(SCc2cc(=O)c(OC(=O)c3cc([N+](=O)[O-])ccc3Cl)co2)n1 | -18% | 8% | -3% | 0.0% | -13% | -3% | 2%
Cc1ccccc1OCCC(=O)Nc1ccc(F)c(Cl)c1 | -51% | 4% | 6% | 0.0% | ? | 4% | 4%
CCCCC(CC)CNC(=O)C1C2C=CC(C2)C1C(=O)O (configuration not stated) | -1%[46.1 µM] | -12% | 16%[38.3 µM] | 0.0% | 0% | -2% | 3%
c1ccc(CCNc2ccc3nncn3n2)cc1 | -8%[46.1 µM] | -12% | 25%[38.3 µM] | 0.0% | -9% | 2% | 11%
COc1ccc(C(=O)N2CCN(c3nnnn3-c3ccccc3)CC2)cc1OC | 1%[46.1 µM] | 4% | -3%[38.3 µM] | 0.1% | 9% | 2% | -1%
COc1ccc(NCc2cc3cc(OC)ccc3[nH]c2=O)cc1 | -27%[46.1 µM] | -8% | 20%[38.3 µM] | -0.7% | 6% | -3% | -15%
CC1(C)c2ccccc2N2CC(=O)N[C@@]21/C=C/C=C/c1ccccc1 | ? | -11%[9.22 µM] | . | 3.2% | . | . | 1%
O=C(Nc1cccc(O)c1)c1cccc(S(=O)(=O)N2CCCC2)c1 | -12%[46.1 µM] | -17% | 18%[38.3 µM] | -1.0% | -13% | -2% | 4%
NC(=O)c1c(NC(=O)Cn2cnc([N+](=O)[O-])n2)sc2c1CCCC2 | 0% | -12%[9.22 µM] | . | 1.6% | . | . | 2%
CC1=CC(C)(C)N=C(Nc2ccc(C)cc2)S1 | 7%[46.1 µM] | -12% | 9%[38.3 µM] | 4.0% | -9% | -5% | -7%
Cn1c(CCC(=O)OCC(=O)NCc2ccccc2Cl)nc(=O)c2ccccc21 | 5% | 5% | 13% | -1.1% | -8%[46 µM] | -1% | -8%
CCC1(CC)C(=O)NN(c2ccccc2)C1=O | 1%[46.1 µM] | -16% | 8% | -1.2% | -9% | 5% | 9%
COc1ccc(/C=C2\CCC(C3CCCC3)C2=O)cc1Cn1cccn1 (configuration not stated) | -45% | 6% | 15% | -1.0% | ? | 0% | -1%
CCOC(=O)C1=C(CC)Nc2ccccc2N/C1=N\S(=O)(=O)c1cc(Br)ccc1Br | -48% | 18µM* | 2% | -2.2% | . | -4% | -8%
COc1ccccc1N1CCN(C/C=C/c2ccc(N(C)C)cc2)CC1 | ? | 14% | -1%[38.3 µM] | -1.8% | ? | -8% | -7%
O=C(Nc1ccc(S(=O)(=O)N2CCc3ccccc32)cc1)c1ccco1 | -24%[46.1 µM] | ? | 15%[38.3 µM] | -1.0% | ? | 2% | -8%
O=S(=O)(NC1CCCC1)c1ccc(S(=O)(=O)N(Cc2cccs2)CC2CCCO2)cc1 (configuration not stated) | -15%[46.1 µM] | ? | 14% | -0.9% | -8% | -3% | 13%
CCOC(=O)c1ccc(NC(=O)CCc2ccc(CC)o2)cc1 | -28%[46.1 µM] | -2% | 9%[38.3 µM] | 1.0% | 6% | 0% | -2%
c1csc(CSc2nnc3sc4ccccc4n23)c1 | -10%[46.1 µM] | -1% | 9% | 2.3% | -12% | 2% | 11%
CCCCN=C1CC(C)(C)CC(=O)/C1=C(/O)CCC | ? | 18%[9.22 µM] | . | -0.6% | . | . | 0%
Cc1cc(Br)ccc1OCc1nc(-c2cccnc2)no1 | -16%[46.1 µM] | -12% | 1% | 0.0% | -3% | -3% | 4%
CC(=O)OCC1=C(C(=O)O)N2C(=O)C(NC(=O)CSc3ccncc3)[C@@H]2SC1 (some centres not stated) | . | . | 2% | -0.5% | . | -1% | 4%
COc1ccc(-c2nnc(Nc3ccc(CC(N)=O)cc3)c3ccccc23)cc1 | -20% | ? | 10% | 0.0% | -17% | -3% | -7%
Cc1ccc(CNC(=O)C2C3C=CC(C3)C2C(=O)O)cc1 (configuration not stated) | -7%[46.1 µM] | -4% | 13%[38.3 µM] | 0.0% | 3% | 0% | 2%

Molecules shown so far that contain a thiophene ring, fused or not (3):
SMILES | NPSR antag | HttQ103 aggreg | IMPase Li inh | Epigenetic reg | Lamin A splicing | KinaseGlo FLuc | CBFb-RUNX1 inh
NC(=O)c1c(NC(=O)Cn2cnc([N+](=O)[O-])n2)sc2c1CCCC2 | 0% | -12%[9.22 µM] | . | 1.6% | . | . | 2%
O=S(=O)(NC1CCCC1)c1ccc(S(=O)(=O)N(Cc2cccs2)CC2CCCO2)cc1 (configuration not stated) | -15%[46.1 µM] | ? | 14% | -0.9% | -8% | -3% | 13%
c1csc(CSc2nnc3sc4ccccc4n23)c1 | -10%[46.1 µM] | -1% | 9% | 2.3% | -12% | 2% | 11%

Other records follow:
SMILES | NPSR antag | HttQ103 aggreg | IMPase Li inh | Epigenetic reg | Lamin A splicing | KinaseGlo FLuc | CBFb-RUNX1 inh
Nc1nc(C2CCCCC2)cs1 | -15%[46.1 µM] | 4% | 1%[38.3 µM] | -9.2% | 10% | -4% | -3%
CC1(C)CC(=O)C2=C(C1)OC1=C(C2)C(=O)CC(C)(C)C1 | 7% | 10% | -4% | 1.5% | -10% | 3% | 10%
CCOC(=O)C(Cc1ccccc1)C(=O)Nc1ccccc1C (configuration not stated) | -11%[46.1 µM] | -9% | 5%[38.3 µM] | -1.1% | 4% | -3% | -5%
CC(=O)Oc1oc(-c2ccccc2)nc1/C=N/c1ccccn1 | ? | 1% | 46%[activator][38.3 µM] | -1.1% | -3% | ? | 2%
COCCn1nnnc1C(CC(C)C)N1CCN(c2ccccc2)CC1 (configuration not stated) | -10%[46.1 µM] | -4% | 5% | 2.3% | -8% | -3% | 9%
COc1ccc(-n2c(C(C)(C)C)csc2=Nc2c(C)n(C)n(-c3ccccc3)c2=O)cc1 | 11% | -4% | -2% | -1.0% | 2% | -1% | -8%
N/C(=N\OC(=O)COc1ccc(Br)cc1)c1ccncc1 | 7% | -8% | -5% | 1.0% | ? | 1% | 7%
CC(C)Oc1cccc(OCCN2C(=O)c3ccccc3C2=O)c1 | -7% | 9% | 10% | 1.1% | 5%[46 µM] | 7% | 13%
O=C(Nc1ccc(-c2csnn2)cc1)C(Cl)(Cl)Cl | -13% | 8%[9.22 µM] | . | 1.1% | 6%[46 µM] | . | -7%
Cc1ccc(NC(=S)Nc2ccc3nc(-c4ccccn4)c(-c4ccccn4)nc3c2)cc1C | -19% | 24% | 1% | 1.9% | -2% | -2% | 6%
COCCCNC(=O)c1c(N)n(/N=C/c2cccs2)c2nc3ccccc3nc12 | -4%[46.1 µM] | -10% | 7%[38.3 µM] | 4.4% | 1% | 1% | 17%
CCOC(=O)c1nc(N)c(C(=O)OCC)[nH]1 | -10%[46.1 µM] | 3.5µM* | 19%[38.3 µM] | 0.0% | 7% | -1% | 3%
Cc1ccccc1NC(=O)CSCCO | -7%[46.1 µM] | 5% | -1%[38.3 µM] | -12% | -11% | 3% | 1%
Cn1c(SCC(=O)O)nnc1-c1ccc(NC(=O)c2ccc(Cl)c(Cl)c2)cc1 | -6% | -22%[9.22 µM] | . | -0.3% | . | . | 18%
CCOC(=O)c1ccc(-n2c(=S)sc3c(=O)[nH]c(C)nc32)cc1 | -23%[46.1 µM] | 6% | -9%[38.3 µM] | 0.9% | 23% | 1% | 3%
Cc1ccc(S(=O)(=O)NCC(=O)OCC(=O)NC(=O)c2cccn2C)cc1 | -6%[46.1 µM] | 4% | 19%[38.3 µM] | -0.7% | 10% | -1% | -2%
O=C(O)C1CSCN1S(=O)(=O)c1cccc2nsnc12 (configuration not stated) | -7%[46.1 µM] | -8% | 8%[38.3 µM] | 1.8% | -3% | -3% | 10%

Source: PubChem (National Center for Advancing Translational Sciences (NCATS))
